# Insulin prom up = MIN6 insulin promoter up-regulation. z-score at 5 µM. MIN6 insulin promoter-GFP reporter, high-content imaging; active compounds read high. 190,000 tested, 0.3% active;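 active = z-score above 3 at 5 µM with at least 500 cells counted in the well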
# WT yeast gro inh = growth inhibition of WT yeast, mitochondrial fusion screen; 190,000 tested, 2.1% active; inhibition, % at 10 µM; mitochondrial fusion phenotypic screen, WT strain; in the data active = inhibition above about 58%; tested in S. cerevisiae
# XIAP displacement = small molecules displacing peptide from XIAP – biochemical, IAP family, fluorescence polarization (AID 1018) | XIAP BIR domain, fluorescence polarization peptide displacement; higher % means a stronger effect | displacement, % at 20 µM, or IC50 in µM where a hit was titrated | 200,000 tested, 0.007% active; in the data active = displacement above about 50%; also: a part of the inactive calls stands beside numbers as strong as those of hits
# Dynein cargo inh = dynein cargo transport inhibition | z-score, hits read low | 220,000 tested, 0.47% active | 3617.4 mouse cells, GR-EGFP nuclear translocation imaging; test concentration mostly 20 µM; stimulated with dexamethasone, 1 µM; active compounds read low | AID 1381;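 active = plate z-score of nuclear minus cytoplasmic receptor signal below a set negative limit, without overly bright fluorescence or cell loss, cut at about -3.5 in these data, passing the limit was not always enough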;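 also: z-score of nuclear minus cytoplasmic ring GR-EGFP intensity difference per well; some compounds called inactive have numbers as strong as hits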
#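 Medium: Induction medium lacking tetracycline, stripped serum | Probe or stimulus: 1.0 µM final dexamethasone stimulus | Schedule: 48 h induction, then 1 h compound, then 30 min agonist, 37 °C | Signal: Automated 10x imaging of fixed Hoechst-stained cells | Evaluation: Per-cell GR-EGFP intensity, nucleus versus surrounding cytoplasmic ring, well-averaged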
# CSM14.1 death rescue = protection against thapsigargin-triggered cell killing – 384-well, CSM14.1, ATP luminescence, primary screen (AID 1222) | CSM14.1 thapsigargin-induced death rescue, ATP luminescence; higher % means a stronger effect | one-dose cellular ATP content (survival), % at 20 µM; EC50 in µM for titrated hits | 190,000 tested, under 10 active;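 active = EC50 below 50 µM in the dose-response confirmation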;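 also: death triggered by thapsigargin at about 15 µM added after 2 h compound pretreatment; cell ATP read after overnight thapsigargin exposure of roughly 18 to 22 hours; normalized against plate controls of thapsigargin alone and 5% DMSO vehicle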
# bCat nuc transl = alters nuclear translocation of beta-catenin in HeLa cells; immunofluorescence imaging; nuclear translocation activity, % at 5 µM; 190,000 tested, 0.3% active; AID 1665;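 active = nuclear translocation activity above 50% at 5 µM, with a well cell count of 50 or more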;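 also: per-cell ratio of nuclear to cytoplasmic median beta-catenin stain intensity; plate controls were DMSO negative control for no effect and GSK-3 inhibitor IX positive control for full effect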
#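 Technique: fluorescence imaging of beta-catenin antibody stain plus DAPI / Material: human HeLa cell line / Incubation: compound treatment 24 h, 37°C, 5% CO2 / Read-out basis: % activation of per-cell nuclear versus cytoplasmic median beta-catenin signal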
# Lipid droplet = modulators of hepatic lipid droplet formation. AML12 mouse hepatocytes, oleate lipid droplets, BODIPY imaging. 240,000 tested, 0.4% active. inhibition, % at 6.5 µM;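 active = lipid droplet intensity inhibited by at least 50%, with more than 500 cells counted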
#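 Assay system: AML12 hepatocytes (mouse); Probe or stimulus: oleic acid at 100 µM to induce lipid droplet formation; Dosing: compound at 6.5 µM only; Schedule: compound with oleate, overnight; Detection: fluorescence imaging, 20x objective, two fields per well; Measure: % inhibition of lipid droplet signal.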
# MT stabilizer = microtubule stabilizers in HeLa cells | 200,000 tested, 0.83% active | % tubulin-high responders, % at 10 µM | HeLa tubulin immunostaining HCS, 24 h; share of cells brighter than vehicle mean+2SD;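 active = plate Z-score above 3 for both tubulin-high and condensed-nucleus cell shares, with cell loss under 80%, at 10 µM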;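 also: anti alpha tubulin signal scored within the nucleus-defined area of each cell; some results filed as inactive read as strong as hits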
# Autophagy HCS = alters autophagy in cells; MEF GFP-LC3 puncta imaging; test concentration mostly 10 µM; calls only at 10 µM (by protocol); 190,000 tested, 0.98% active; AID 463193;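 active = percentage of spot-positive cells more than 3 SD above its plate mean, without a fluorescence outlier flag or 80% toxicity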;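 also: spot-positive cell cutoff set from DMSO-treated cells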
# WT yeast gro inh mutant strain = second read-out of WT yeast gro inh, no call of its own (marks repeat the call); inhibition, %; mitochondrial fusion phenotypic screen, mutant strain inhibition
# Dynein cargo inh cytoplasmic EGFP = further read-out of Dynein cargo inh, marked with its call; z-score; measured here: cytoplasmic GR-EGFP intensity; active compounds read high
# Dynein cargo inh nuclear GR-EGFP = further read-out of Dynein cargo inh, marked with its call; z-score; measured here: nuclear GR-EGFP intensity;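 lower value marks the stronger effect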
# Dynein cargo inh cell count = recorded beside Dynein cargo inh, whose call it bears; z-score; measured here: cell count per field
# Insulin prom up cell count = further read-out of Insulin prom up, marked with its call; cell count; measured here: cytotoxicity, nuclei count;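 total cells summed across four imaged fields per well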
# Lipid droplet cells 6.5 µM = also measured in Lipid droplet; calls as there; cell count; measured here: cell count, cytotoxicity flag;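 cells counted across two imaged fields per well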
# bCat nuc transl cell count 5 µM = second read-out of bCat nuc transl, no call of its own (marks repeat the call); cell count; measured here: cell count, cytotoxicity flag
# MT stabilizer Hoechst-high % = second read-out of MT stabilizer, no call of its own (marks repeat the call); % Hoechst-high responders; measured here: nuclear condensation Hoechst responders;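 share of cells brighter than vehicle mean plus two SD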
# MT stabilizer cytotoxicity % = also measured in MT stabilizer; calls as there; toxicity, %; measured here: cytotoxicity by cell density;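 0% = mean cell density of plate MIN control wells and 100% = no cells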
# Autophagy HCS cell loss 18 h = second read-out of Autophagy HCS, no call of its own (marks repeat the call); toxicity, %; measured here: cell loss, nuclei count;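 cell loss after 18 h compound exposure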
# Active calls of the source: *; i = inactive; · = not tested or not shown. Rows are unselected (roughly 4% active in at least one column).
SMILES,Insulin prom up,Insulin prom up cell count,WT yeast gro inh,WT yeast gro inh mutant strain,XIAP displacement,Dynein cargo inh,Dynein cargo inh cytoplasmic EGFP,Dynein cargo inh nuclear GR-EGFP,Dynein cargo inh cell count,CSM14.1 death rescue,bCat nuc transl,bCat nuc transl cell count 5 µM,Lipid droplet,Lipid droplet cells 6.5 µM,MT stabilizer,MT stabilizer Hoechst-high %,MT stabilizer cytotoxicity %,Autophagy HCS,Autophagy HCS cell loss 18 h
COc1ccc(-c2cc(=O)c3ccccc3s2)cc1,0.62,1043,1.9,-10.9,-2.7%,1.1,-0.205,0.668,-0.264,-1.6%,6.6,963,·,·,3.6,4.9,4.3,i,12.5
Cc1ccccc1N=C1NN=C(c2ccccc2F)CS1,-0.03,1213,24.6,6.8,-3.0%,-0.608,-0.119,-0.426,-0.566,0.8%,1.3,1087,1.7,648,4.4,2.7,10.3,i,21.2
CC1CCN(C(=O)C(Cc2ccccc2)n2cccc2)CC1 (stereo not drawn),-0.94,1673,7.2,-5.1,-5.3%,0.108,-0.126,0.308,-0.222,-1.0%,-2.6,1104,-2.3,694,2.7,1.7,8.8,i,-18.2
COc1cccc(CC(=O)Nc2nc3ccccc3[nH]2)c1,1.32,1372,11.7,9.7,-1.6%,-0.291,-0.224,0.529,-0.86,0.3%,0.3,1514,18.8,731,3.9,1.8,6.2,i,3.0
CC1(C)CC(=O)C2=C(C1)N(c1ccccc1)C(=O)CC2c1ccsc1 (stereo not drawn),-0.56,875,-2.3,-4.8,-4.3%,1.5,-0.0869,1.22,0.688,0.7%,·,·,·,·,6.2,3.4,6.9,i,11.6
NC(=O)c1ccc(C(F)(F)F)cn1,0.8,1533,8.6,-4.2,-6.1%,1.24,-0.273,1,0.0105,0.4%,0.8,1452,-6.2,602,3.2,2.1,7.8,i,1.5
CCN(CC)CCCn1c(C)cc2c(c1=O)C(c1ccccc1)C(C#N)=C(N)O2 (stereo not drawn),·,·,-5.2,1.4,-4.2%,-0.76,-0.242,-0.281,0.244,-2.2%,-2.0,1208,-29.9,720,2.0,2.2,8.6,i,3.2
Cc1cccc(C(=O)Nc2ccccc2SCC(=O)Nc2ccc(C)c(Cl)c2)c1,0.03,1501,2.0,11.5,-9.4%,-0.17,-0.205,-0.112,0.224,-2.0%,0.2,1104,-7.8,585,1.6,3.4,12.2,i,-2.6
C(=C\c1ccc(/C=C/c2ccccc2)nn1)/c1ccccc1,-0.13,1093,·,·,·,-1.06,-0.262,-0.247,1.85,·,-0.3,1304,-48.8,714,·,·,·,·,·
CCCC1CCC(c2ccc(C(N)=O)cc2)CC1 (stereo not drawn),-0.48,1574,2.1,-2.7,-2.6%,-0.545,0.196,0.315,0.94,-1.0%,-1.5,1307,·,·,3.3,1.2,6.0,i,-16.0
CN(C)CCN(Cc1cccs1)c1ccccn1,·,·,14.9,0.0,-12.8%,1.6,-0.261,1.13,-0.442,-0.8%,·,·,-23.7,723,3.5,2.4,2.3,i,27.7
Cc1ccc2[nH]c(=O)c(CN(CCCO)C(C)c3nnnn3Cc3ccco3)cc2c1 (stereo not drawn),-1.01,1077,·,·,·,0.236,-0.224,0.538,0.47,·,-1.4,1271,21.2,679,·,·,·,·,·
COc1cc(CN2CCC(C(=O)N3CCN(c4ccccc4F)CC3)CC2)cc(OC)c1OC,-0.47,703,-6.2,-4.1,-6.4%,-0.694,-0.0569,-0.0462,0.674,-0.1%,·,·,-3.3,803,1.0,1.2,7.9,i,-8.4
COc1cc(C(=O)OCn2nnc3ccccc3c2=O)cc(OC)c1OC,0.02,1343,10.9,18.6,-2.0%,-0.394,-0.26,-0.259,0.398,-5.3%,82.8*,759*,7.7,772,5.6,3.2,1.6,i,6.6
Cn1c(COc2ccc3ccccc3c2)nnc1SCC(=O)OC1CCCCC1,-0.23,929,-0.1,-4.5,-4.0%,-0.981,-0.281,-0.513,0.14,-0.1%,-1.2,1257,-9.2,737,2.6,1.5,4.9,i,-6.9
Oc1ccc(N2CCN(Cc3ccc(OCCCN4CCCCC4)cc3)CC2)cc1,-0.19,1609,-13.1,6.1,-4.6%,0.0276,-0.266,0.297,0.307,0.5%,-2.7,1039,10.3,686,4.3,2.3,5.4,i,16.3
CCNC(=S)Nc1ccc(-c2nc3ccccc3[nH]2)cc1,-0.21,1288,17.4,15.1,-6.4%,-0.111,-0.122,0.19,-0.357,-4.6%,-1.6,1144,11.7,679,1.5,1.4,3.4,i,12.3
Cc1occc1C(=O)Nc1cccnc1,·,·,-5.0,5.2,-6.8%,-0.362,-0.284,-0.299,-0.347,-2.2%,4.6,910,-0.9,718,1.4,2.1,1.6,i,-0.7
CCCCCCCCn1ccc(=N)cc1,0.82,1109,·,·,·,-0.755,-0.175,-0.0386,1.2,·,1.7,1077,-3.7,736,·,·,·,·,·
Cc1cc(Nc2c(C)n(C)n(-c3ccccc3)c2=O)n2c(nc3cc(F)c(F)cc32)c1C#N,-0.99,1180,·,·,·,-0.435,-0.423,-0.381,-0.648,·,-1.2,1340,-8.9,665,·,·,·,·,·
Cc1ccc(S(=O)(=O)N2CCCC(c3nnc4n3-c3ccccc3SC4)C2)cc1 (stereo not drawn),-0.03,1174,19.7,-8.1,-4.3%,-0.291,-0.201,0.0451,1.12,·,·,·,-28.0,631,4.5,1.6,6.6,i,1.0
Cc1cc(N2CCN(c3ccccc3)CC2)nc(NCc2ccccc2)n1,-1.74,831,39.9,35.8,-3.5%,-0.792,-0.259,-0.416,0.737,-2.2%,1.8,746,·,·,2.8,1.8,1.6,i,15.6
S=C1CCC(c2ccc(Br)cc2)=NN1c1ccccc1,-0.55,1045,·,·,·,0.851,-0.223,0.316,0.416,·,-0.2,1239,16.4,628,·,·,·,·,·
COc1cccc(/C=N/NC(=O)c2cnccn2)c1,0.61,1276,3.3,-3.9,-16.0%,0.0837,-0.291,-0.00531,1.29,-1.1%,-0.7,580,10.1,709,3.0,2.9,10.4,i,-6.1
C/C(=N\NC(=O)c1ccc(N(C)C)cc1)c1ccc(C)c(C)c1,-0.07,1426,-12.9,-3.9,18.8%,-0.0947,-0.157,-0.183,-0.0604,3.1%,-0.2,1048,-15.5,568,5.3,1.6,4.3,i,8.5
COc1cc(C#N)ccc1OCC(=O)Nc1cccc(S(=O)(=O)N2CCCC2)c1,-0.06,1308,-10.9,2.0,0.5%,-0.668,-0.321,0.195,0.535,1.0%,-0.4,1040,-1.4,691,4.5,3.2,5.4,i,-9.7
N#C/C(=C\c1cccc(Oc2ccc(C(F)(F)F)cc2[N+](=O)[O-])c1)c1nc2ccccc2[nH]1,-0.63,1733,34.0,12.6,-4.6%,0.122,-0.205,-0.271,0.552,-1.1%,1.5,1316,·,·,2.4,2.3,9.2,i,-22.6
Cn1cnnc1SCC(=O)NC(=O)NC1CCCC1,-0.15,1377,-14.0,-4.4,-4.9%,-0.727,-0.133,-0.0817,-0.234,-2.0%,-4.2,686,·,·,8.1,2.0,7.6,i,-5.0
Cc1ccccc1NC(=S)NCC(c1cccnc1)N1CCOCC1 (stereo not drawn),-0.22,1215,12.7,11.0,1.3%,0.805,-0.135,0.236,-0.857,-2.1%,3.3,1040,2.2,644,7.3,2.9,6.3,i,16.5
C/C(=N/Nc1nc(-c2ccccc2F)nc2ccccc12)c1ccccc1O,1.27,869,·,·,·,-0.939,0.038,-0.103,1.87,·,1.1,1289,0.8,676,·,·,·,·,·
CC(NCc1ccc(OCc2ccc(Cl)cc2)cc1)C(O)c1ccccc1 (stereo not drawn),-2.44,904,94.0,95.6,-6.0%,0.633,-0.221,0.353,0.0277,-4.5%,26.9,233,-5.3,674,2.2,1.4,0.9,i,-4.2
Cc1ccc2cc(C)c(Sc3nnnn3-c3ccccc3)nc2c1,-0.49,1528,8.9,2.4,-2.2%,0.487,0.00461,1.11,-2.56,9.6%,·,·,18.2,714,3.0,1.8,8.1,i,1.5
COc1ccc(NC(=O)c2ccco2)c([N+](=O)[O-])c1,0.84,1530,17.5,4.7,-4.0%,-0.596,-0.13,-0.42,-0.0604,-2.7%,0.1,998,6.7,617,8.3,3.5,1.6,i,7.4
CCOc1ccccc1Nc1ccnc2cc(Cl)ccc12,-0.11,1469,15.2,7.1,-4.3%,-0.0747,-0.356,0.191,0.364,-0.3%,-2.6,1021,-11.5,557,2.1,1.4,0.2,i,41.2
O=C(c1cccc(C(F)(F)F)c1)N1CCCCCC1,0.28,1828,-3.9,11.5,-3.2%,-0.784,-0.268,-0.656,0.462,-2.7%,-0.8,1116,-2.0,658,2.6,0.1,34.1,i,2.6
CSc1ccc(CN2CCN(C3CCCC3)C(CCO)C2)cc1 (stereo not drawn),-0.02,1447,-0.7,-1.7,-2.9%,-0.455,-0.246,-0.413,0.804,-1.7%,-2.7,995,55.4*,757*,2.9,2.5,3.8,i,-0.8

# Compound activity: PubChem BioAssay, several laboratories
